Source: PubChem (Southern Research Specialized Biocontainment Screening Center)
K1F lysis inhibition = inhibition of K1F phage lysis, E. coli UTI89, bacterial capsule biogenesis inhibitors, alamar blue (AID 488966). E. coli UTI89 K1F phage lysis, alamar blue, 2 h; higher % means a stronger effect. inhibition, % at 100 µM; hits with a dose series show IC50 in µM. hit rate 0.02% among 340,000;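 active means phage lysis inhibition, versus mean bacterial control, above a set limit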;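 further: capsule biogenesis inhibitors block K1F phage lysis so surviving cells raise fluorescence; higher fluorescence means more inhibition of phage lysis; actives were called in the ten point dose series up to 300 µM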
Numbers without * were called inactive; i = inactive; [ ] = remark or other dose.

structure | K1F lysis inhibition
Cc1cccc(OCCC(=O)NNC(=O)Cn2nc(C)cc2C)c1 | 0.7%[50 µM]
CCOC(=O)C1=C(CC)Nc2ccccc2N=C1NC(=O)c1ccc(C)c(S(=O)(=O)N2CCOCC2)c1 | 0.9%[50 µM]
O=C(Cn1cc(COc2ccc(C(=O)c3ccccc3)cc2)nn1)c1ccc(O)cc1 | 0.0%
Cc1ccc(S(=O)(=O)Nc2cc3c4c(c2)CC(=O)N4CCC3)cc1 | 0.1%[50 µM]
N#CC1(NC(=O)CN2c3cccc4cccc(c34)S2(=O)=O)CCCCC1 | -0.1%[50 µM]
NS(=O)(=O)c1cccc(C(=O)OCC(=O)NC2CCCc3ccccc32)c1 (stereo not given) | 0.1%[50 µM]
COc1ccc(C(=O)OCC(=O)NC23CC4CC(CC(C4)C2)C3)c(OC)c1OC | 0.1%[50 µM]
CCN(CCn1cccn1)C(=O)c1ccc2nc(Cc3ccc(OC)cc3)oc2c1 | 0.6%
COc1ccccc1C(=O)N1CCN(CCNC(=O)C(=O)Nc2ccc(Br)c(C)c2)CC1 | 0.0%
CCn1c(SCC(=O)NC2=NCCS2)nnc1C(C)NC(=O)c1ccccc1Br (stereo not given) | 0.4%
O=[N+]([O-])c1ccc(Cl)c(NC(=S)N2CCCC2)c1 | 0.0%
C/C(CC(=O)Nc1ccc2c(c1)OCCO2)=N\NC(=O)Cc1ccc(Cl)cc1 | 0.1%
CN(c1ccccc1)S(=O)(=O)c1ccccc1Br | 0.4%
Cc1ccc(SCCCCN2CCOCC2)cc1 | -0.1%
CCn1cnc2cc(NCc3ccc(Cl)cc3)ccc21 | 0.4%
Cc1ccc(-c2nnc(N3CCOCC3)c3ccccc23)cc1S(N)(=O)=O | 0.8%
CC1CCCCC1NC(=O)c1ccc(S(=O)(=O)N2CCN(C)CC2)cc1 (stereo not given) | 0.2%
NC(=O)C1CCN(C(=O)CN(C2CCCCC2)S(=O)(=O)c2ccc(F)cc2)CC1 | 0.0%
CCCCn1c(N)c(N(CCOC)C(=O)c2cc3c(s2)CCC3)c(=O)[nH]c1=O | 1.1%[50 µM]
Cc1cc(Nc2cccc(Cl)c2)nc(-c2ccccc2O)n1 | 0.2%

Further records.
structure | K1F lysis inhibition
COc1ccc(NC(=O)CS(=O)(=O)c2cn(CC(=O)N3CCOCC3)c3ccccc23)cc1OC | 0.1%[50 µM]
Cc1nnc(SCC(=O)Nc2cc(C(F)(F)F)ccc2Cl)n1C | 0.3%
COc1ccc(N2C(=O)CC(c3ccc([N+](=O)[O-])cc3)C2=O)cc1 (stereo not given) | 0.3%
CCOc1ccccc1NC(=O)c1ccc2c(c1)C(=O)N(CC)C2=O | 0.3%
O=C(NCCc1nnc2ccccn12)c1cccs1 | -0.1%
Cc1ccc(/C(O)=C2/C(=O)C(=O)N(CCCn3ccnc3)C2c2cccnc2)cc1 (stereo not given) | 0.1%
CCCN(CC(=O)Nc1ccccc1OC)C(=O)CSc1nc(C)cc(C)n1 | 0.7%[50 µM]
O=C(Nc1cccc(C(=O)O)c1)/C(=C\c1ccco1)NC(=O)c1ccccc1Cl | -0.4%
Cc1nn2c(-c3ccc(S(=O)(=O)N4CCN(CCO)CC4)o3)nnc2c2ccccc12 | -1.4%
O=C(Cc1cccc2ccccc12)NCC(=O)Nc1ccccc1F | 0.1%
CC(C)NC(=O)N(C)C[C@@H]1Oc2c(NC(=O)Nc3ccccc3)cccc2C(=O)N([C@H](C)CO)C[C@H]1C | 0.1%
COc1ccc2c(c1OC)C(=O)N1C2SC[C@H]1C(=O)NCCC(C)C (stereo not given in full) | -0.1%
Cc1cc(C)nc(Nc2ccc(F)cc2)n1 | 0.2%
CCc1ccc(NC(=O)[C@H](C)NC(=O)C2CCN(C(=O)[C@@H](N)Cc3ccccc3)CC2)cc1 | 8.2%
CCOC1CCCC(n2cnc3c(=S)nc[nH]c32)O1 (stereo not given) | i
CN1CCN(C2Cc3cc(F)ccc3Sc3ccc(Cl)cc32)CC1 (stereo not given) | -1.2%
Cc1cccc(C(=O)NNS(=O)(=O)c2ccc(F)cc2)c1 | 1.2%
Cc1cc(Nc2cccc(Cl)c2Cl)n2ncnc2n1 | 0.1%
COc1ccc(C)cc1NC(=O)CN1C(=O)C(=O)N(C2CCCC2)C1=O | 0.3%[50 µM]
Cc1cccc(C(=O)NCC(=O)NNC(=O)c2ccccc2O)c1 | 1.5%[50 µM]

A different layout for part of the listing above:
Molecule: N#CC1(NC(=O)CN2c3cccc4cccc(c34)S2(=O)=O)CCCCC1
- K1F lysis inhibition: -0.1%[50 µM]
Molecule: CCOC(=O)C1=C(CC)Nc2ccccc2N=C1NC(=O)c1ccc(C)c(S(=O)(=O)N2CCOCC2)c1
- K1F lysis inhibition: 0.9%[50 µM]
Molecule: COc1ccc(C(=O)OCC(=O)NC23CC4CC(CC(C4)C2)C3)c(OC)c1OC
- K1F lysis inhibition: 0.1%[50 µM]
Molecule: COc1ccccc1C(=O)N1CCN(CCNC(=O)C(=O)Nc2ccc(Br)c(C)c2)CC1
- K1F lysis inhibition: 0.0%

(continued)
structure | K1F lysis inhibition
CC1CCCCN1Cc1c(O)ccc2c(=O)c(-c3ccccc3)coc12 (stereo not given) | -0.1%
COCCCn1c(=O)c2sccc2n(Cc2ccccc2C)c1=O | -0.2%
O=C(CCS(=O)(=O)c1cc2c(cc1Cl)NC(=O)CO2)NCc1ccccc1 | 0.2%
CC(=O)c1ccc(NC(=O)c2cccc(N3C(=O)c4ccccc4C3=O)c2)cc1 | -0.3%[50 µM]
Cc1cc(-c2nnc(SCC(=O)NC3CC3)n2C(C)C)cs1 | 0.1%
COc1cc(C(=O)N2C(=O)CCC2=O)cc(OC)c1OC | -1.9%
Cc1ccccc1CN(C)C1CCN(C)CC1 | -0.1%
Cc1cc(C(=O)Nc2cc(S(C)(=O)=O)ccc2Cl)c(C)o1 | -0.1%
COc1cc(/C=N/Nc2ccc([N+](=O)[O-])cn2)cc(OC)c1O | 2.1%[50 µM]
O=C(CCCSCCCC(=O)NN=Cc1ccccc1)NN=Cc1ccccc1 | -2.0%
Cc1ccc(C(=O)Nc2nnc(S(=O)(=O)N3CCN(c4ccc(F)cc4)CC3)s2)cc1 | 2.0%
COc1ccc(OCC(O)CN2CC(C)OC(C)C2)cc1 (stereo not given) | -0.6%
CCOC(=O)c1sc(NC(=O)C(CC)OC(=O)c2ccco2)nc1C (stereo not given) | -0.5%
COc1cc(CN2CCCC(N3CCN(c4ccccc4C)CC3)C2)cc(Cl)c1O (stereo not given) | -0.1%
O=C(Nc1cc(Cl)ccc1Cl)P(=O)(O)c1ccccc1 | 1.4%
Cc1ccc(NC(=O)CCC(=O)NNC(=S)Nc2ccc(F)cc2)c(C)c1 | -0.1%
CCc1ccc(NC(=S)N2CCC(NC(=O)c3ccccc3)CC2)cc1 | -0.1%
Cc1nc2ccccn2c1C(=O)N/N=C/c1ccccc1Cl | -0.3%
COCCn1c(SCC(=O)Nc2ccccc2F)nnc1-c1ccoc1C | 0.4%
O=C(NC1CC1)C1Nc2ccc(OC(F)(F)F)cc2C2C=CCC12 (stereo not given) | 2.2%

3 records drawn at random from those above:
structure | K1F lysis inhibition
COc1cc(CN2CCCC(N3CCN(c4ccccc4C)CC3)C2)cc(Cl)c1O (stereo not given) | -0.1%
O=C(Nc1cc(Cl)ccc1Cl)P(=O)(O)c1ccccc1 | 1.4%
Cc1nc2ccccn2c1C(=O)N/N=C/c1ccccc1Cl | -0.3%

Additional entries follow.
structure | K1F lysis inhibition
O=C1CN(C(=O)c2ccccc2F)C(c2ccccc2)c2cc(F)ccc2N1 (stereo not given) | -0.2%
CCOC(=O)c1ccc(-c2c(-c3cc(OC)c(OC)c(OC)c3)noc2C)cc1F | 0.5%
COc1ccc(NC(=O)CCC(=O)Nc2cc(OC)c(NC(=O)c3cccs3)cc2OC)cc1 | 2.2%
COc1ccc(CNC(=O)C[C@H]2C(=O)N(Cc3ccc(OC)cc3)C[C@@H]2Cc2ccccc2)cc1 | -0.3%
CC(=O)Nc1ccc(OCCOc2ccc(NC(C)=O)cc2)cc1 | -0.1%
CCN(CC)c1ccc(C=NN2CCCCCC2)cc1 | 9.2%
Cc1ccc(S(=O)(=O)NCC(=O)OCC(=O)NCc2ccc3c(c2)OCO3)cc1 | 0.8%[50 µM]
CC(C)NCC(O)c1ccc2ccccc2c1 (stereo not given) | 0.2%
COC(=O)c1ccc(NC(=O)c2cccnc2)cc1 | -0.3%
CCN(CC)C(=O)c1[nH]cnc1C(=O)N[C@@H](Cc1ccccc1)C(=O)OC(C)(C)C | 0.2%
COc1cccc(CNC(=O)CCS(=O)(=O)Cc2ccc(C)cc2)c1 | 0.0%
O=C1CSC(c2ccccc2)N1c1ccccc1F (stereo not given) | 0.2%
COc1cc(/C=C2/C(=O)NN(c3ccc(C)c(Cl)c3)C2=O)cc([N+](=O)[O-])c1O | 1.2%[50 µM]
Cc1cc(C)c2nc(N(CCN(C)C)C(=O)c3ccc4ccccc4c3)sc2c1 | 0.9%
CCN(CC(=O)Nc1ccccc1OC)C(=O)c1cc(-c2ccccc2)nn1-c1ccccc1 | -0.5%[50 µM]
Cc1cc(NC(=O)CSc2nc3cc(C)c(C)cc3cc2C)no1 | -0.1%
COc1ccccc1NCC(=O)c1ccc(C)c(C)c1 | 0.3%
Cc1ccc(S(=O)(=O)Nc2ccc3c(c2)n(C)c(=O)n3C)cc1 | -0.4%
O=C(COc1ccc(F)cc1)Nc1c(C(=O)N2CCC(N3CCCCC3)CC2)oc2ccccc12 | -0.4%
COc1ccc(S(=O)(=O)Nc2ccc(C(N)=O)cc2)cc1C(=O)N1CCCCCC1 | -0.1%

Remaining list, next part.
structure | K1F lysis inhibition
CCOCCn1c(=O)c2c(nc3n2CC(C)CN3CCc2ccccc2)n(C)c1=O (stereo not given) | 0.0%
Cc1cc(C(=O)NNS(=O)(=O)c2cc(C(=O)O)ccc2Cl)c(C)n1-c1ccccc1 | 0.2%[50 µM]
COc1cccc(C(=O)c2cc3cc(Cl)ccc3[nH]2)c1 | -0.2%
COC(CNC(=O)C1CCC(CNS(=O)(=O)c2c(C)cc(C)cc2C)CC1)OC (stereo not given) | 1.0%[50 µM]
CN(C)S(=O)(=O)c1cccc(NC(=O)CO/N=C(\N)c2ccccc2)c1 | 2.1%[50 µM]
CN1C(=O)N(CC(=O)N2CCN(S(=O)(=O)c3ccc(Cl)s3)CC2)C(=O)C12CCCCC2 | 0.6%[50 µM]
COc1nc(-c2ccccc2)c2cc(Br)ccc2n1 | -0.1%
CN(CCNC(=O)C1CCC(=O)N(Cc2cccc(F)c2)C1)CCc1ccccc1 (stereo not given) | 0.0%
Cc1cc(C(F)(F)F)nc(SCC(=O)NC2CCCCC2)n1 | 0.3%
CN(Cc1ccccc1)CC1C2CCC(C2)C1O (stereo not given) | 0.5%
O=C(O)c1cccc2c1C(=O)c1ccc(-c3ccc(F)cc3F)cc1S2(=O)=O | -1.2%
c1ccc(-c2cc(-c3ccccc3)[nH]n2)cc1 | 0.7%
Cc1cc(=O)[nH]c2[nH][nH]c(=O)c12 | -3.3%
CCCn1nc(NS(=O)(=O)c2ccccc2[N+](=O)[O-])c2cc3ccccc3nc21 | 0.0%
CCCCC(CC)CNCc1cccn1CCN1CCOCC1 (stereo not given) | 0.1%
O=C(COC(=O)/C=C/c1ccco1)NCc1ccc(Cl)cc1 | 0.9%[50 µM]
Cc1ccccc1CN(C)Cc1cc(=O)oc2c(C)c(C)ccc12 | -0.1%
Cc1ccc(NC(=O)CCc2c(C)nn(-c3ccc(N4CCOCC4)nn3)c2C)cc1F | 0.2%
Cc1ccc(NC(=O)C2CCC(CNC(=O)[C@@H]3Cc4ccccc4CN3)CC2)cc1 (stereo not given in full) | 0.7%
CCOc1ccc(C=NCC(O)c2ccccc2)cc1 (stereo not given) | 0.9%

(further entries)
structure | K1F lysis inhibition
COc1ccc(Cl)c(OC)c1C(=O)NC(=O)Nc1nc(C)nc(C)n1 | 0.1%
CN(C)C1=NC[C@H](Cc2ccccc2)N1CCCC1CCCCC1 | 0.4%
NC(=O)c1ccccc1OCC(=O)Nc1cccnc1Cl | 0.9%[50 µM]
COc1cccc(Oc2ccc(C(F)(F)F)cc2NC(=O)CN2C(=O)NC3(CCCC3)C2=O)c1 | 0.7%[50 µM]
COc1ccc(N2C(=O)CSC2c2ccccc2)cc1 (stereo not given) | -0.3%
COc1cccc2c(Nc3ccccc3C)cc(C)nc12 | 0.9%
COc1ccc(NC(=O)CN(C)C(=O)c2ccc(-c3ccccc3Cl)o2)cc1 | -0.1%[50 µM]
COc1ccc(C(O)Cn2ccsc2=NC(C)=O)cc1 (stereo not given) | -0.2%
CC(=O)Nc1ccc(NC(=O)c2ccnn2C)cc1 | -0.1%
CC(=O)C[C@H](O)CC(=O)[C@H]1OC(=O)CCCCCCCc2ccccc21 | 0.7%
CCOc1cc(C(=O)N=c2sccn2C)ccc1OC(F)F | -0.2%
Cc1cc(C)nc(NNS(=O)(=O)c2ccc(Cl)cc2)n1 | 4.3%
CN(Cc1ccccc1)C(=O)CN1C(=O)c2ccccc2C1=O | 0.1%
CCN(C[C@H]1N[C@@](C)(C(=O)OC)[C@H]2C(=O)N(C)C(=O)[C@@H]12)S(=O)(=O)c1ccc(OC(F)(F)F)cc1 | 0.0%
NC(=O)C1CCN(C(=O)c2ccc(F)c(S(=O)(=O)N3CCOCC3)c2)CC1 | 1.5%[50 µM]
Cc1c(C)n(CCN(C)C)c2ncnc(NCc3ccccc3)c12 | 0.4%
CCOc1ccccc1NC(=O)c1ccc2c(c1)C(=O)N(C(C)(C)C)C2=O | -0.5%
O=C(O)C1C2C=CC(O2)C1C(=O)Nc1ccccn1 (stereo not given) | -0.1%
CC(C)(C)c1ccc(C(=O)N2CCCC2c2cccs2)cc1 (stereo not given) | -0.5%

Not all compounds are listed; the hit share may differ from the screen's.
